From PubChem BioAssay
HSF-1 act – increases HSF-1 driven luciferase reporter signal; NIH3T3-HGL HSF-1 luciferase reporter, MG132, 8 h; 100% = twice DMSO control signal; activation, % at 9 µM; 300,000 compounds, 1.7% hits;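 active = mean replicate activation of at least 50% with a set share of replicates each reaching 50%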;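 note: 0% = median of the neutral control wells and 100% = twice that signal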
GSK3beta inhib – human GSK3beta kinase inhibition; GST-GSK3beta kinase, ADP-Glo luminescence, 60 min; stronger effect = lower value; activity score (negative = inhibition), % at 10 µM; 300,000 compounds, 0.038% hits; AID 2097;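 active = more than half of replicate wells score below -50%, meaning over 50% inhibition versus plate controls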;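 note: 0% = median DMSO wells and -100% = median GW8510 positive control wells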
Target sequence (P49841 whole entry, looked up): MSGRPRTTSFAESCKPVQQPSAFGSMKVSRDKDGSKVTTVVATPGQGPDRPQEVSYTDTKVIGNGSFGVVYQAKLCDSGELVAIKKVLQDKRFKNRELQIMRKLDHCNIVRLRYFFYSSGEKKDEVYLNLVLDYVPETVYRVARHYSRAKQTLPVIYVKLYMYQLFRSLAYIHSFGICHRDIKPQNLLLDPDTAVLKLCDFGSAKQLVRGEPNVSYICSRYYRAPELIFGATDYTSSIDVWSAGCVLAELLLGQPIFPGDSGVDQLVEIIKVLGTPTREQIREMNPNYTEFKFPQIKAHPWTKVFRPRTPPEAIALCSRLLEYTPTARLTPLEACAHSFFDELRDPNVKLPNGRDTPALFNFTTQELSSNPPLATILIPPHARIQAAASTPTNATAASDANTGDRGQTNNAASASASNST
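Test system – GST-tagged human GSK3beta kinase, cell-free · Incubation – 60 min enzyme reaction, room temperature · Signal – ADP-Glo luminescence · Also added – peptide substrate and ATP at 25 µM · Controls – DMSO neutral wells and GW8510 at 20 µM as positive · Buffer or medium – Tris/MgCl2 kinase buffer · Measure – Luminescence-derived activity versus plate DMSO and GW8510 wells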
IEC-6 cytotox – IEC-6 cytotoxicity, counter-screen for KLF5 inhibitors | luminescence viability | inhibition, % at 5 µM | 290,000 compounds, 0.78% hits | AID 1825; in the data active = inhibition above about 22%;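 note: 0% = plate median of test compound wells and 100% = cytotoxic reference compound wells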
GSK3A inh – inhibitors of human GSK-3 alpha kinase; P49840; 320,000 compounds, 0.1% hits; inhibition, % at 10 µM; ADP-Glo luminescence, 60 min;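 in the data active = inhibition above about 50%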;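 note: GST-tagged GSK-3 alpha with peptide substrate and 25 µM ATP; 0% = DMSO neutral wells and 100% = GW8510 positive control wells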
Target sequence (P49840 whole entry, looked up): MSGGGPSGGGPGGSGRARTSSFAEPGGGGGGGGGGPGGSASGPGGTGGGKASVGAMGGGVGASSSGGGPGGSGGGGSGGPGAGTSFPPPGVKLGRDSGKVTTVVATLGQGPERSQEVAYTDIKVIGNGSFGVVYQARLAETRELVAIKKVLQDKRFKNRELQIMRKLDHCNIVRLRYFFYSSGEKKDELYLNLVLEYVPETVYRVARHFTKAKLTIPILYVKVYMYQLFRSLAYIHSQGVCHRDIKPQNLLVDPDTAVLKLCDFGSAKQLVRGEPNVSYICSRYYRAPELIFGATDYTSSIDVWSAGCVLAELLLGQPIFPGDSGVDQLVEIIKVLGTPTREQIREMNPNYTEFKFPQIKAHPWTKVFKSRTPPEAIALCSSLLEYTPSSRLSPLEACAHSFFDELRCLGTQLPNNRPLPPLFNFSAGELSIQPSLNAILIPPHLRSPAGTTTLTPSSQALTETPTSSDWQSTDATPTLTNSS
aSyn UTR inh – 5' untranslated region of α-synuclein, MLPCN primary screen; inhibition, % (tested at 7.5 µM); alpha-synuclein 5'UTR reporter, inhibitor activity; 300,000 compounds, 0.82% hits; AID 1813; in the data active = inhibition above about 60%;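 note: H4 neuroglioblastoma cells stably carrying SNCA 5'UTR luciferase fusion; 0% = DMSO wells and 100% = positive control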
HIF activator – HIF pathway transcriptional activation | U2OS HRE-luciferase reporter, luminescence; normalized: DMSO 0%, desferrioxamine 100% | activation, % at 7.5 µM (by protocol) | 300,000 compounds, 0.32% hits | AID 1910;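 active = mean activation of at least 10% of the iron chelator positive control signal, with at least half of replicates also reaching 10%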
HSF1 inh – HSF1 inhibition; activity change, negative = inhibition, % at 7.5 µM (by protocol); NIH3T3-HGL HSE-luciferase, MG132-induced, luminescence 8 h; stronger effect = lower value; AID 2098; 300,000 compounds, 0.77% hits;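 active = more than half of replicate wells show activity change below -50%, luminescence cut by over half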;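 note: luciferase reports HSF-1 transcriptional activity via heat shock element; 0% = median of DMSO wells and -100% = zero luminescence signal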
KLF5 inhibitor – kruppel-like factor 5 inhibition | 290,000 compounds, 0.23% hits | AID 1700 | DLD-1 KLF5 promoter-luciferase reporter, luminescence | inhibition, % at 5 µM;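 active = inhibition above a per-plate limit of that plate's mean compound inhibition plus 3 SD, cut at about 60% in these data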;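 note: 0% = DMSO wells and 100% = LY294002 at 200 µM; higher means less KLF5 promoter-driven luciferase light; inactives centre near -14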
HSP90 inh – HSP90 refolding inhibition in rabbit reticulocyte lysate | AID 1789 | inhibition, % at 5.6 µM | 290,000 compounds, 0.91% hits | luciferase refolding luminescence, 3 h;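 active = inhibition above the screen-wide mean plus 3 SD, computed separately per campaign, cut at about 16% in these data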;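 note: 0% = DMSO wells and 100% = 60 µM geldanamycin wells; inhibitors lower the luminescence because luciferase stays unfolded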
AI-2 QS mod – Vibrio harveyi AI-2 quorum sensing modulation; Vibrio harveyi JMH597 AI-2 luminescence/OD600 ratio, 9 h; stronger effect = lower value; strain lacks LuxN and CqsS sensors; 0 = neutral-control median; activity change, % at 7.5 µM; 300,000 compounds, 0.4% hits; AID 2094; in the data active = activity change below about -75%, passing the limit was not always enough;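 note: luminescence divided by OD600 gain over 9 h not by final OD600 alone; inactives centre near 13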
An asterisk follows results filed as active; x = not tested or not shown. Compounds as they come. About 4.7% of those tested had a hit in this group.

The line under a structure holds: HSF-1 act	GSK3beta inhib	IEC-6 cytotox	GSK3A inh	aSyn UTR inh	HIF activator	HSF1 inh	KLF5 inhibitor	HSP90 inh	AI-2 QS mod
Cc1ccccc1-n1cnc2c(sc3nc(N4CCOCC4)c4c(c32)CCCC4)c1=O
    -10	0	5	-1	21	-1.4	-11	-1	5	11
COc1ccc2nc(N3C(=O)CNC3=S)sc2c1
    39	2	-1	-2	-46	1.6	23	-152	4	46
Cc1ccccc1C(=O)N1CCC(C(=O)Nc2cc(C(F)(F)F)ccc2N2CCCC2)CC1
    -1	-2	x	-1	9	0.0	-5	x	x	42
COc1ccc(NC(=O)CN(C)CC(=O)Nc2ccc(N3CCOCC3)cc2)c([N+](=O)[O-])c1
    -2	-1	-4	x	9	-0.1	0	-43	-2	-5
Cc1cccc(NC(=O)COC(=O)c2ccccn2)c1
    -4	-1	-2	-3	-3	1.3	-1	-27	2	-24
COc1ccc(CNC(=O)c2ccc[nH]2)cc1Cl
    -11	-1	-4	2	-13	0.3	-9	-10	1	-2
NC(=O)C(c1ccccc1)c1ncc(C(F)(F)F)cc1Cl (stereo not drawn)
    8	2	-2	-4	14	0.1	-3	1	3	-7
Cn1c(=O)c2cc(S(=O)(=O)NCCC(=O)Nc3ccc(Cl)cc3)ccc2n(C)c1=O
    38	-2	2	-1	5	0.0	13	-7	1	25
O=C(COC(=O)c1sc2cc(F)ccc2c1Cl)Nc1ncc(Cl)cc1Cl
    -44	3	6	1	-14	-0.3	-32	-40	0	31
NS(=O)(=O)c1ccc(CNC(=O)c2cc(-c3cccs3)nc3ccccc23)cc1
    -15	-3	-6	-3	3	-0.6	-7	-4	-1	22
C=CCn1c(SCCN2CCCC2)nc2c([nH]c3ccccc32)c1=O
    5	0	4	-1	-33	-0.1	2	-24	-2	11
CCOc1ccc(NS(=O)(=O)CC23CCC(CC2=O)C3(C)C)cc1 (stereo not drawn)
    37	1	4	-1	3	-0.1	14	-13	0	16
CCOC(=O)Cn1c(=O)n(Cc2ccc(OC)cc2)c(=O)c2cccnc21
    46	1	-4	-2	21	-1.9	10	-17	-2	10
CN(C)C(=O)c1cc2cc([N+](=O)[O-])ccc2s1
    3	3	-5	3	6	0.0	0	-6	1	21
N#Cc1c(-c2cccs2)nc(SCC(=O)c2cccs2)[nH]c1=O
    6	-7	-8	11	3	0.9	-2	-37	-2	19
NC(=O)CSc1nnc(-c2ccc([N+](=O)[O-])cc2)o1
    6	3	-1	1	-7	0.5	-1	2	-2	28
Cc1cc(C)c2c(n1)SCC(=O)N2CC(=O)NCCC1=CCCCC1
    -7	-3	-3	-2	4	x	-4	-11	-6	38
COc1ccccc1CNC(=O)c1ccccc1N(C)S(C)(=O)=O
    -3	-2	-9	0	7	-0.4	-7	-12	-1	13
CCN(CC)c1ccc(/C=N/NC(=O)C(O)(c2ccccc2)c2ccccc2)o1
    281*	-3	2	0	1	0.6	164	11	-1	13
COc1ccc(NC(=O)Cn2nc3n(c2=S)CCC3)cc1
    x	0	-4	-4	x	x	x	-21	-1	-5
CCc1cccc(NC(=O)c2cccc(S(=O)(=O)N3CCN(C)CC3)c2)c1
    78*	3	3	0	10	-11	33	9	-5	16
COc1ccc(NC(=O)NCCCN2CCN(c3ccccc3F)CC2)cc1
    -2	-5	-4	0	7	-0.4	-1	-25	3	12
C=CCN(c1ccc(C(=O)NCCSc2ccccc2)cc1)S(C)(=O)=O
    35	3	2	8	-58	3.0	28	-53	4	22
COc1cc(NS(=O)(=O)c2ccc3c(c2)oc(=O)n3C)cc(OC)c1OC
    -5	0	2	x	-5	2.4	-7	-3	-1	8
S=C(c1cn(Cc2ccc(Br)cc2)c2ccccc12)N1CCOCC1
    54*	0	0	-2	19	-0.3	13	-29	-8	3
Oc1ccc2cc(Br)ccc2c1CN1CCCC1
    x	-1	-1	-1	-22	-0.3	x	-8	-2	7
COc1ccc(/C=N/N(C(C)=O)c2nc(-c3ccc(C)cc3)cs2)cc1
    5	-1	2	-1	-2	0.5	-6	-11	3	14
CN(C)S(=O)(=O)c1ccc(C(=O)N2CCC(c3nc4ccccc4o3)CC2)cc1
    0	-3	0	-4	33	-0.7	0	4	-2	31
Cn1c(SCC(=O)NCC2CCCO2)nnc1-c1cccc(NC(=O)c2ccccc2F)c1 (stereo not drawn)
    4	3	2	1	-10	-0.4	7	-25	7	15
O=C(c1nc(SCc2ccc([N+](=O)[O-])cc2)n2ccccc12)C(F)(F)F
    12	1	-10	-2	3	-0.1	8	-24	13	23

The results go on:
The line under a structure holds: HSF-1 act	GSK3beta inhib	IEC-6 cytotox	GSK3A inh	aSyn UTR inh	HIF activator	HSF1 inh	KLF5 inhibitor	HSP90 inh	AI-2 QS mod
Cc1ccc(NC(=O)c2nsc(Cl)c2Cl)cc1
    42	2	24*	4	-113	1.3	22	-131	8	17
CCN1C(=O)C(=O)N(CC(=O)Nc2ccccc2Oc2ccccc2)C1=O
    x	-2	-3	-1	8	0.4	x	7	0	10
O=C(c1cccc(F)c1)N1CCN(C(=O)c2cc3nc(-c4ccco4)cc(C(F)(F)F)n3n2)CC1
    -7	x	-7	-1	11	0.2	-5	-14	0	x
COc1ccc(C2/C(=C(/O)c3ccccc3)C(=O)C(=O)N2CCCN2CCOCC2)cc1 (stereo not drawn)
    -16	-3	-4	1	7	0.8	8	-41	-1	13
Cc1ccc(Cn2cc(SCC(=O)Nc3nccs3)c3ccccc32)cc1
    2	-8	-4	1	-46	1.9	11	-5	0	10
O=C(NC1CCCCC1)c1ccc2c(=O)n(CC3CCCO3)c(=O)[nH]c2c1 (stereo not drawn)
    -1	-2	-2	-3	-16	-0.1	-8	-6	2	10
FC(F)(F)c1ccc(Cl)c(-n2c(-c3ccco3)n[nH]c2=S)c1
    -11	-3	6	-1	-3	1.3	-1	-21	0	14
COCCCN1C(=O)C(=O)/C(=C(/O)c2ccc(OC)cc2)C1c1cccc(OC)c1 (stereo not drawn)
    4	1	1	-7	0	0.2	3	-21	-1	34
CCN1CCN(C(=O)Nc2ccc(Cc3ccc(NC(=O)N4CCN(CC)CC4)cc3)cc2)CC1
    2	-1	4	-1	-16	0.6	0	-11	4	2
CCCOc1cccc(-c2cc(-c3n[nH]c(=S)n3CC)c3ccccc3n2)c1
    -3	-2	-8	x	-72	0.6	0	-26	3	39
O=C(O)C1CCN(C(=O)c2ccccc2Cl)CC1
    16	0	-3	-1	12	0.1	-10	-37	-2	18
CCOc1ccc(CC(=O)Nc2sc(Cc3ccccc3)cc2C(N)=O)cc1OCC
    6	1	-14	-1	35	-0.5	-1	-41	-3	15
Cc1cccc(Nc2nc(NCCO)nc(N3CCCC3)n2)c1
    20	3	x	-1	-5	-1.4	7	x	x	-1
CC(C)CSc1nnc2[nH]c(=O)cc(N)n12
    16	2	-1	2	8	0.1	-1	-20	-4	11
O=C(NCc1ccc(Cl)cc1)C1CCN(C(=O)Cc2ccccc2)CC1
    0	-2	0	-2	-2	-0.3	-2	-27	0	28
Cc1cccc(C)c1NC(=S)N1CCCN(C)CC1
    8	0	-3	-1	14	0.1	0	-25	0	20
CCN(CC(=O)Nc1c(F)cccc1F)C(=O)c1cc(C)oc1C
    -5	3	x	-5	0	0.5	-1	x	x	11
NS(=O)(=O)c1ccc(NC(=S)NCc2cccs2)cc1
    6	3	-3	1	4	-0.2	3	-27	-3	21
O=C(CN1CCN(c2cccc(C(F)(F)F)c2)CC1)NCc1ccccc1
    -11	0	-6	-1	15	0.9	-1	-14	-5	27
Cc1cccc(Cn2c(-c3ccc[nH]c3=O)nc3ccccc32)c1
    23	2	-2	1	-9	-2.1	1	0	1	30
N#CC1=C2SCN(Cc3ccco3)CN2C(=O)CC1c1ccc(Cl)cc1 (stereo not drawn)
    9	-7	-5	12	-6	-0.2	9	-23	-1	9
c1ccc(CCc2nc(-c3ccccn3)no2)cc1
    34	1	2	0	-57	2.2	21	-118	-1	-63
Cc1cccc(NC(=O)c2ccc3nccnc3c2)c1C
    1	-2	1	4	-23	1.0	-17	-27	-1	23
COC(=O)CCC(=O)Nc1ccccc1C(N)=O
    20	-1	-4	-1	16	0.1	5	-35	-2	16
COc1cccc(N2CC(C(=O)Nc3nnc(SCc4cccnc4)s3)CC2=O)c1 (stereo not drawn)
    6	0	9	-2	-13	0.0	-3	-28	0	22
Cc1ccc(C)c(S(=O)(=O)N2CCN(C(=O)Cn3c(C(F)(F)F)nc4ccccc43)CC2)c1
    -10	4	-2	0	9	-0.3	-2	-44	5	19
O=C1C2Sc3[nH]c(=O)sc3C(c3ccccc3)C2C(=O)N1c1ccc(Cl)cc1 (stereo not drawn)
    x	x	-2	0	x	x	x	-4	3	x
Cc1c(C)n(C)c2ccc(C(=O)NCCCN3CCCCC3C)cc12 (stereo not drawn)
    2	32	-1	0	-18	-0.4	1	2	0	3
CN(C)c1ccc(/C=C2\C(=N)N3C(=NC2=O)Sc2cc(S(C)(=O)=O)ccc23)cc1
    20	1	-5	-2	-19	-0.1	1	-5	-2	14
O=C(Nc1ccc(Cl)c(C(F)(F)F)c1)[C@@H]1CC=C[C@@H]2CCN(Cc3ccc(Cl)c(Cl)c3)C(=O)[C@@H]21
    18	0	x	-2	12	-1.3	1	x	x	18

(cont.)
The line under a structure holds: HSF-1 act	GSK3beta inhib	IEC-6 cytotox	GSK3A inh	aSyn UTR inh	HIF activator	HSF1 inh	KLF5 inhibitor	HSP90 inh	AI-2 QS mod
CC(=O)Nc1cccc(Oc2ccc(-c3noc(C)n3)cc2)c1
    38	0	-2	-2	-194	4.4	15	-129	4	-11
CCCC(c1nnnn1Cc1ccco1)N1CCN(C2CCCC2)CC1 (stereo not drawn)
    -9	0	3	-2	-14	0.2	-3	-13	5	31
C=CCNC(=O)CN1C(=O)c2cccc3cccc1c23
    2	x	-1	0	5	-6.9	-2	-30	-3	x
COc1ccc2nc(CC(C)(C)CC(=O)O)c[n+]([O-])c2c1
    -19	-1	-2	2	7	-0.2	-1	-7	-4	21
Cc1ccc(S(=O)(=O)N(C)C)cc1NC(=O)COC(=O)c1c(-c2ccccc2)noc1C
    10	2	x	-4	-12	0.3	14	x	x	0
O=C(CN1C(=O)COc2ccccc21)NCCN1CCc2ccccc2C1
    -2	1	3	-2	-7	-0.5	-5	8	2	20
Nc1nccc(/C=C/c2c(Cl)cccc2Cl)n1
    -7	1	0	0	-7	0.1	-2	-15	7	23
CC(C)CC(=O)N1CCN(S(C)(=O)=O)CC1
    4	2	5	2	0	0.7	-11	-9	-2	8
COc1ccc(CCN2C(=O)CC(N3CCC(C(N)=O)CC3)C2=O)cc1OC (stereo not drawn)
    9	3	-8	-3	8	0.2	-5	-12	1	18
CC(=O)COc1ccc2cc(-c3ccccc3)c(=O)oc2c1
    40	-1	4	0	-64	1.0	24	-117	7	4
COc1ccc(C2=NOC(C(=O)Nc3cccnc3)C2)cc1 (stereo not drawn)
    -4	-26	4	-1	-13	0.0	-4	-29	4	14
